MCL1-BIM inh = inhibitors of human MCL1 binding to BIM-BH3 peptide | 0.68% of 320,000 active | Q07820 | GST-MCL1 / FITC-Bim-BH3 fluorescence polarization | inhibition, % at 10.9 µM;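 active = inhibition above the mean inhibition of all tested compounds plus 3 SD, set per campaign, cut at about 40% in these data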;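 note: 0% = DMSO wells and 100% = unlabeled Bim-BH3 peptide control; higher means more loss of mP so more displacement of Bim peptide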
Target sequence (Q07820 whole entry, looked up): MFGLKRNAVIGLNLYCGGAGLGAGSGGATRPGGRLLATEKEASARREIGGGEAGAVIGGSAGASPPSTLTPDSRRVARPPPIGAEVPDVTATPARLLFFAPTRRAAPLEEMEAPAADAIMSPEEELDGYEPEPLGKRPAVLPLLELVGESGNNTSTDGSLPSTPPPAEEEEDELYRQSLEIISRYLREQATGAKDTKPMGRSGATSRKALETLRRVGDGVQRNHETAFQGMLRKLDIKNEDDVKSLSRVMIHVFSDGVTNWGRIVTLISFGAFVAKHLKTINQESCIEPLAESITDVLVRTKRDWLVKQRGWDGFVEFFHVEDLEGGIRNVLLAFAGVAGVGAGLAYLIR
AHR activator = activates the human aryl hydrocarbon receptor | P35869 | AHR-responsive luciferase reporter cells, luminescence | activation, % at 5 µM | 2.5% of 320,000 active; in the data active = activation above about 47%;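 note: 0% = vehicle wells and 100% = reference agonist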
PME-1 inh = PME-1 (human) inhibition | Q9Y570 | recombinant PME-1, FP-Rh probe fluorescence polarization | inhibition, % at 5.9 µM | 0.53% of 320,000 active | AID 2130;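 active = inhibition above the campaign mean of all compounds plus 3 SD, cut at about 26% in these data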;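 note: competitive labeling of PME-1 active site by serine hydrolase directed probe; 0% = PME-1 with DMSO and 100% = wells lacking PME-1 enzyme; inhibitors block probe labeling so polarization falls and inhibition rises; many of its hits are not listed in these tables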
MEX-5 binding = C. elegans MEX-5 TCR-2 RNA binding activity. MEX-5/FITC-TCR2 RNA binding, fluorescence polarization; hits give low values. activity score (negative = inhibition of binding), % at 10 µM. 0.38% of 300,000 active;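 active = inhibition past about -25% in most replicates, and total fluorescence under double the plate's negative control median, limit read from the data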;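 note: 0% = DMSO and -100% = 5 µM competing unlabeled TCR2 RNA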
Target sequence (Q9XUB2 whole entry, looked up): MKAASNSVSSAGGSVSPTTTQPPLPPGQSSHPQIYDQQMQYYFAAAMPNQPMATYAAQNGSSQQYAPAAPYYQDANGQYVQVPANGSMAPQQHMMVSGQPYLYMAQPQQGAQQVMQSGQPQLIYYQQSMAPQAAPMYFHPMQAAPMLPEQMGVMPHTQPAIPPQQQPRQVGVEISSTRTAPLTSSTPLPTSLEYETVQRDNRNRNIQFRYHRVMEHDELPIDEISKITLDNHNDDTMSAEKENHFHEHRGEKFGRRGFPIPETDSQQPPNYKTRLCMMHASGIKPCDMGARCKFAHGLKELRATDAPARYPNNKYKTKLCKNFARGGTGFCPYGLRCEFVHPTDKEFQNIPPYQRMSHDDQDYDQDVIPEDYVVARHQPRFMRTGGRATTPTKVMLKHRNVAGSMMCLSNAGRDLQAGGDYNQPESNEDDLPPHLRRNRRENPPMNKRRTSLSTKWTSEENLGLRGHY
pPAFAH FP inh = inhibitors of human plasma PAF acetylhydrolase (pPAFAH); recombinant pPAFAH, FP-rhodamine probe fluorescence polarization; Q13093; 1.5% of 330,000 active; inhibition, % at 3.39 µM;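 active = inhibition above the mean inhibition across the screen plus 3 SD, cut at about 25% in these data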;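 note: inhibitors block binding of the rhodamine activity-based probe so polarization drops; 0% = enzyme with DMSO and 100% = wells lacking pPAFAH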
PAFAH1B2 inh = inhibitors of human PAFAH1B2; inhibition, % at 3.39 µM; recombinant PAFAH1B2, FP-rhodamine activity probe, fluorescence polarization; P68402; 1.2% of 340,000 active;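 active = inhibition above the mean of all tested compounds plus 3 SD, cut at about 24% in these data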;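 note: 0% = enzyme with DMSO and 100% = wells lacking PAFAH1B2; many of its hits are not listed in these tables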
BCLXL inh = inhibitors of human Bcl-xL. Q07817. GST-Bcl-xL / FITC-Bim BH3 peptide fluorescence polarization. inhibition, % at 10.9 µM. 0.7% of 320,000 active;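 active = inhibition above the mean of all tested compounds plus 3 SD, cutoff set per campaign, cut at about 30% in these data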;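 note: 0% = DMSO wells and 100% = unlabeled Bim-BH3 peptide competitor; inhibitors lower millipolarization by displacing the labeled peptide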
Fam108B counter = counter-screen for RBBP9 inhibitors: inhibitors of mouse Fam108B | inhibition, % at 9.51 µM | 0.33% of 300,000 active | AID 1947 | recombinant Fam108B, FP-Rh probe fluorescence polarization;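 active = inhibition above the screen mean inhibition plus 3 SD, computed separately per campaign, cut at about 18% in these data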;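 note: inhibitors lower polarization as less probe binds the enzyme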
GLD-1 TGE inh = GLD-1-TGE RNA interaction inhibition (C. elegans); Q17339; purified GLD-1 + fluorescein TGE RNA, fluorescence polarization; inhibition, % at 5.96 µM; 0.44% of 320,000 active; AID 2280;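 active = percent inhibition above a per-plate cutoff, the plate mean of test compounds plus 3 SD, cut at about 30% in these data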;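 note: 0% = DMSO wells with GLD-1 and probe and 100% = wells lacking GLD-1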
* hit, by the source's call; x = no result given; + = active, no number. An excerpt; the hit share may differ from the screen's.

SMILES	MCL1-BIM inh	AHR activator	PME-1 inh	MEX-5 binding	pPAFAH FP inh	PAFAH1B2 inh	BCLXL inh	Fam108B counter	GLD-1 TGE inh
CCn1c(CCNS(=O)(=O)c2ccccc2Br)nnc1SC	6	1	-3	2.3	4	1	5	-2	7
CCOCCCNC(=O)Cn1cc2c(n1)CCCCC2	0	-1	-5	1.7	6	0	-1	2	1
CCOc1cc(C(=O)OCc2cccc(OC)c2OC)ccc1OCC(=O)N1CCOCC1	1	1	-5	-1.1	32*	1	2	-2	-3
COC(=O)c1sccc1NC(=O)c1ccc(OC)cc1	6	17	-2	1.2	-2	2	4	-6	0
O=[N+]([O-])c1ccc(N2CCc3ccccc3C2)cc1	5	6	-11	-0.7	3	4	0	2	3
CCOc1c2ccc(C(=O)NC3CCCc4ccccc43)cc2nn1CC (configuration not stated)	-3	7	5	2.7	2	3	-1	-1	-7
CCOc1cc(C(=O)NC(C)c2ccncc2)cc(OCC)c1OCC (configuration not stated)	1	6	0	0.5	-2	1	-7	4	-3
Nc1nc(NCC2CCCO2)nc(Nc2cccc(Cl)c2)c1[N+](=O)[O-] (configuration not stated)	4	99*	-2	1.5	3	3	-2	-2	4
CCNS(=O)(=O)c1ccc(NC(=O)c2c(-c3ccccc3)noc2C)cc1	-1	-2	-1	-0.5	2	3	2	-2	1
O=C(NNC(=S)Nc1cccc(C(F)(F)F)c1)c1ccc(Cl)cc1Cl	8	-2	9	0.3	25*	13	11	8	3
CCn1c(SCC(N)=O)nc2ccccc2c1=O	-7	2	5	1.7	-1	0	-3	-4	-5
C=CCN(CC=C)S(=O)(=O)c1ccc(NC(=S)NC(=O)C2CC2)cc1	3	5	3	1.6	1	-4	-2	-2	3
CSc1nnc2c(n1)OC(c1ccccn1)N(C(C)=O)c1ccccc1-2 (configuration not stated)	7	-2	5	0.8	7	5	2	0	4
CCOc1ccc(S(=O)(=O)n2cc(F)c(=O)[nH]c2=O)cc1	4	-1	-2	2.4	2	x	8	-2	3
COc1ccccc1CNC(=O)CN1C(=O)c2ccc([N+](=O)[O-])cc2C1=O	-2	2	8	-3.0	1	5	0	-2	4
CC(=O)Nc1ccc(N2C(=O)c3cccc4c(O)ccc(c34)C2=O)cc1	+	3	18	-20	20	22	+	26*	+
CCN1CCN(Cc2ccc(NC(=O)c3ccc(C)c(NC(=O)c4ccc5n[nH]nc5c4)c3)cc2C(F)(F)F)CC1	-3	5	-1	12	0	-1	5	4	-6
CCCNC(=O)c1onc(CSc2ccc(Cl)cc2)c1C(=O)NCC1CC1	8	0	4	-1.6	2	1	4	-5	-1
COc1ccccc1N1CCN(CC(=O)Nc2ccc(-n3cnnn3)cc2)CC1	-8	1	-2	-1.5	-5	0	-2	-2	-2
Cc1ccc(SCC(=O)Nc2nnc(-c3ccco3)o2)cc1	1	5	0	-1.0	3	20	8	2	10
COc1ccc(-c2cn[nH]c2N)cc1	3	3	1	3.4	3	1	7	3	7
C=CCSc1ncnc2c1oc1nc3c(cc12)COC(C)(C)C3	8	0	-1	0.0	3	2	0	-3	1
O=C(NCc1ccccc1)C1=C[C@@H](c2ccccc2)C[C@@H](OCc2ccc(CO)cc2)O1	1	-2	9	1.9	-1	4	2	-7	2
N#Cc1ccc(OCc2nnc(SCC(=O)c3ccccc3)n2-c2ccccc2)cc1	-12	-1	1	3.0	2	3	-13	-1	7
Cc1ccc(NC(=O)Nc2ccccc2C#N)c(Cl)c1	11	4	-1	-0.2	-8	6	14	-2	11

14 entries out of the list, arranged by count of non-hydrogen atoms, smallest number first.
SMILES	MCL1-BIM inh	AHR activator	PME-1 inh	MEX-5 binding	pPAFAH FP inh	PAFAH1B2 inh	BCLXL inh	Fam108B counter	GLD-1 TGE inh
COc1ccc(-c2cn[nH]c2N)cc1	3	3	1	3.4	3	1	7	3	7
CCn1c(SCC(N)=O)nc2ccccc2c1=O	-7	2	5	1.7	-1	0	-3	-4	-5
O=[N+]([O-])c1ccc(N2CCc3ccccc3C2)cc1	5	6	-11	-0.7	3	4	0	2	3
COC(=O)c1sccc1NC(=O)c1ccc(OC)cc1	6	17	-2	1.2	-2	2	4	-6	0
CCOc1ccc(S(=O)(=O)n2cc(F)c(=O)[nH]c2=O)cc1	4	-1	-2	2.4	2	x	8	-2	3
CCn1c(CCNS(=O)(=O)c2ccccc2Br)nnc1SC	6	1	-3	2.3	4	1	5	-2	7
C=CCSc1ncnc2c1oc1nc3c(cc12)COC(C)(C)C3	8	0	-1	0.0	3	2	0	-3	1
C=CCN(CC=C)S(=O)(=O)c1ccc(NC(=S)NC(=O)C2CC2)cc1	3	5	3	1.6	1	-4	-2	-2	3
CC(=O)Nc1ccc(N2C(=O)c3cccc4c(O)ccc(c34)C2=O)cc1	+	3	18	-20	20	22	+	26*	+
CCCNC(=O)c1onc(CSc2ccc(Cl)cc2)c1C(=O)NCC1CC1	8	0	4	-1.6	2	1	4	-5	-1
COc1ccccc1N1CCN(CC(=O)Nc2ccc(-n3cnnn3)cc2)CC1	-8	1	-2	-1.5	-5	0	-2	-2	-2
N#Cc1ccc(OCc2nnc(SCC(=O)c3ccccc3)n2-c2ccccc2)cc1	-12	-1	1	3.0	2	3	-13	-1	7
O=C(NCc1ccccc1)C1=C[C@@H](c2ccccc2)C[C@@H](OCc2ccc(CO)cc2)O1	1	-2	9	1.9	-1	4	2	-7	2
CCN1CCN(Cc2ccc(NC(=O)c3ccc(C)c(NC(=O)c4ccc5n[nH]nc5c4)c3)cc2C(F)(F)F)CC1	-3	5	-1	12	0	-1	5	4	-6

Returning to the listing, starting 3 compounds before the break.
SMILES	MCL1-BIM inh	AHR activator	PME-1 inh	MEX-5 binding	pPAFAH FP inh	PAFAH1B2 inh	BCLXL inh	Fam108B counter	GLD-1 TGE inh
O=C(NCc1ccccc1)C1=C[C@@H](c2ccccc2)C[C@@H](OCc2ccc(CO)cc2)O1	1	-2	9	1.9	-1	4	2	-7	2
N#Cc1ccc(OCc2nnc(SCC(=O)c3ccccc3)n2-c2ccccc2)cc1	-12	-1	1	3.0	2	3	-13	-1	7
Cc1ccc(NC(=O)Nc2ccccc2C#N)c(Cl)c1	11	4	-1	-0.2	-8	6	14	-2	11
C=CCNC(=S)NNC(=O)c1ccc(=O)n(Cc2ccccc2)c1	6	0	-4	-0.9	4	x	2	-3	1
Cc1[nH]c(C)c(S(=O)(=O)N2CCN(c3ccc(Cl)cc3)CC2)c1C(=O)N1CCCC1	5	6	1	1.9	9	16	8	2	0
C=CCNc1nc(-c2ccc([N+](=O)[O-])cc2)cs1	-14	-3	12	0.4	6	5	-2	1	0
COc1cc(/C=C2\SC(=S)N(NC(C)=O)C2=O)ccc1OC(=O)c1ccco1	x	0	x	x	-28	-45	x	x	2
O=C(OCc1cccc(C(F)(F)F)c1)c1cc([N+](=O)[O-])ccc1N1CCOCC1	-5	8	3	-1.4	6	9	-1	0	3
COc1cccc(CSc2nnc(-c3ccncc3)n2N)c1	-1	1	-5	-1.2	1	0	5	-1	-6
CCCCNC(=O)NC(C(=O)OC)C12CC3CC(CC(C3)C1)C2 (configuration not stated)	3	-1	0	2.8	-2	6	5	2	4
O=C(c1cc(-c2ccco2)on1)N1CCOCC1	7	-2	1	x	-1	3	6	0	-3
O=C(Nc1ccc2ccccc2n1)c1ccccc1Br	7	46	-3	-1.4	5	2	5	-1	-4
O=C(Nc1ccccc1)C1C(c2ccccc2)C1(Cl)Cl (configuration not stated)	-1	-1	2	-2.1	4	-3	-1	0	-3
CC(Sc1nncs1)C(=O)Nc1ccc(S(=O)(=O)Nc2ncccn2)cc1 (configuration not stated)	x	-2	x	x	1	3	x	x	2
CCCCCCCC(=O)NNC(=O)CC(=O)Nc1ccccc1C(=O)O	-1	2	8	2.3	-2	4	3	9	-6
Oc1ccc(-c2[nH]ncc2-c2cccc3cccnc23)c(O)c1	1	7	2	-4.0	6	0	3	5	-1
CCC(Cc1ccccc1)NC(=O)/C=C/c1ccco1 (configuration not stated)	2	0	-10	-0.9	9	3	0	0	3
CCOCCCNC(=O)CNC(=S)N(Cc1ccccc1F)C1CCCCC1	12	-1	3	-2.4	7	6	4	0	2
COC(=O)c1ccc(/C=N/OCC(=O)Nc2cc(F)ccc2F)cc1	11	1	-5	-0.7	1	2	4	9	-7
COC(=O)c1ccc(NC(=O)c2ccc[n+]([O-])c2)cc1	-1	3	0	0.2	3	4	-8	0	2
COc1cccc(CN(C)C(=O)c2ccc(COc3ccc(Cl)cc3)cc2)c1OC	4	0	-1	0.2	8	25*	8	0	-5
CCOc1ccc(N(CC(=O)NCCOc2ccccc2OC)S(=O)(=O)c2ccccc2)cc1	10	11	-11	1.2	-4	4	1	0	1
COc1ccc2nc(N3CCC(C)CC3)c(C#N)cc2c1	24	18	-5	-9.4	2	0	27	-2	21
O=c1oc2ccc(C#CC3(O)CCCCC3)cc2cc1-n1cc(-c2ccsc2)nn1	-1	-2	-2	x	-1	1	0	x	-5
COc1cc(NC(=O)CCNC(=O)Cn2cnc3ccccc3c2=O)cc(OC)c1OC	6	1	4	-1.6	0	0	7	2	3
C=CCOc1ccc(/C=N/NC(C)=O)cc1OCC	1	5	-4	0.0	7	5	-3	-3	1
COc1ccc(NCc2nnc(SCCN3CCCCC3)n2-c2ccc(C)cc2)cc1	8	0	-5	1.0	5	2	-1	-2	-7
S=C(Nc1ccccc1Cl)N1CCN(c2ccccn2)CC1	15	-6	-2	-1.7	7	3	4	-2	3
